Cav32 inh = blocks human Cav3.2 T-type calcium channel | O95180 | Cav3.2-expressing cells, Fluo-4 calcium fluorescence FDSS; hits give low values | B-score at 10 µM | 100,000 tested, 4% active;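 active = single-dose well whose peak fluorescence ratio is a statistical outlier from its plate by either plate-standardised score or position-corrected B-score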
Target sequence (O95180 whole entry, looked up): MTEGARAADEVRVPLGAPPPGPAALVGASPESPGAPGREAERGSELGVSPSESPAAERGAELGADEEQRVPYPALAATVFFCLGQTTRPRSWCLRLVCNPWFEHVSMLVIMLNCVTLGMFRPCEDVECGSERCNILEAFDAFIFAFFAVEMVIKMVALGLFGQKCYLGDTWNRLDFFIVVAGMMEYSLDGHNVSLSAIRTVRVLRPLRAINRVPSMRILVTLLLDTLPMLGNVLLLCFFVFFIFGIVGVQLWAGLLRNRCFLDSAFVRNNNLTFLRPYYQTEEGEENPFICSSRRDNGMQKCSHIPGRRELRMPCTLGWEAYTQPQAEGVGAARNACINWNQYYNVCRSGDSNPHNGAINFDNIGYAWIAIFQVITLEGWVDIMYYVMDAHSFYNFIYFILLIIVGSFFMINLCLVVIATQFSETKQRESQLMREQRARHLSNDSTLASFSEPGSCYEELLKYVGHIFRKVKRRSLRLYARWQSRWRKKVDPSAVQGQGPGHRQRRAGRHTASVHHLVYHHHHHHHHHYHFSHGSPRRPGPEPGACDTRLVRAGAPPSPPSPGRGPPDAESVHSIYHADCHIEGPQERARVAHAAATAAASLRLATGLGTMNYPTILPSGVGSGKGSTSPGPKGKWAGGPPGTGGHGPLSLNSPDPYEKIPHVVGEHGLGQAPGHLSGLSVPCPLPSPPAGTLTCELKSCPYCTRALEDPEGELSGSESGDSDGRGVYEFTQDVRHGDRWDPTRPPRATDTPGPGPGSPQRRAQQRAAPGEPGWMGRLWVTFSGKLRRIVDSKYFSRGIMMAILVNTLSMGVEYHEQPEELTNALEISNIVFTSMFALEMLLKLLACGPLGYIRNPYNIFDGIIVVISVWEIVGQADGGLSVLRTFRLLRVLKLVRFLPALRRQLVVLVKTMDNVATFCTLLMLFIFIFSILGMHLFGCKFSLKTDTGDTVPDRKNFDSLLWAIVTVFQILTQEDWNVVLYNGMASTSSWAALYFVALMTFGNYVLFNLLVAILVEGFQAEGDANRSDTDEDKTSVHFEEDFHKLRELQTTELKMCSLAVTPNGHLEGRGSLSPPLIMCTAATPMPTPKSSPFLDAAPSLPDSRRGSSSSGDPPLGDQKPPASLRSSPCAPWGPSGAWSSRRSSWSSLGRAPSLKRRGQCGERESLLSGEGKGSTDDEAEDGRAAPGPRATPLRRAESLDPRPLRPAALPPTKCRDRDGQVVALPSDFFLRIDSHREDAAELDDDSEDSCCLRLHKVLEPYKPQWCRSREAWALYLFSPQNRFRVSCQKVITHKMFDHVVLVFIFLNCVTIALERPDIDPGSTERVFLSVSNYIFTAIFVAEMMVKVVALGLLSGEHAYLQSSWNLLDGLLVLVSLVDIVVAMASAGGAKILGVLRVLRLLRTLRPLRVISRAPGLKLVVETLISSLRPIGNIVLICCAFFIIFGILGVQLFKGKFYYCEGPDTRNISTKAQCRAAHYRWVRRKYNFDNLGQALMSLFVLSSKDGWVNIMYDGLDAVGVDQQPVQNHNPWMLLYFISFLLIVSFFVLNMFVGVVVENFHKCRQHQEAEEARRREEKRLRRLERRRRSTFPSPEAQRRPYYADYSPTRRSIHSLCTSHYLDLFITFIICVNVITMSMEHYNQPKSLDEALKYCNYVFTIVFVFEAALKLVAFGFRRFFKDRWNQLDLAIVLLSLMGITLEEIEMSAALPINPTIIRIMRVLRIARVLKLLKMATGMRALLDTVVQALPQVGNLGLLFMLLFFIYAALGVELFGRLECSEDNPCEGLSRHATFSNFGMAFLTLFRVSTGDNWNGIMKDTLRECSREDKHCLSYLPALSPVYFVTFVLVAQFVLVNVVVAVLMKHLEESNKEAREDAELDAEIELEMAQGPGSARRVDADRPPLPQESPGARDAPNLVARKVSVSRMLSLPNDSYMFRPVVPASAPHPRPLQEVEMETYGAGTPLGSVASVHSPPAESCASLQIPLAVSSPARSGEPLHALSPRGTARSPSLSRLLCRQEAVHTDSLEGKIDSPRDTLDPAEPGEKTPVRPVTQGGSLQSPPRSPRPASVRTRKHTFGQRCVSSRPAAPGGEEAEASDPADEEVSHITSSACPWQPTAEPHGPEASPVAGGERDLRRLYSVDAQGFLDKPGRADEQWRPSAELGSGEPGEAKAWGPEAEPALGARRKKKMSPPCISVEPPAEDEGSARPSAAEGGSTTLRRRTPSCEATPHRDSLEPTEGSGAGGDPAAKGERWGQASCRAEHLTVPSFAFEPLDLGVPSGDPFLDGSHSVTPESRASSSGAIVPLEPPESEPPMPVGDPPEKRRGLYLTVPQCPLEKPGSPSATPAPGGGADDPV
An asterisk follows results filed as active.

SMILES | Cav32 inh
COc1cccc(NC(=O)N(Cc2cc3cc(C)cc(C)c3[nH]c2=O)CC2COCCO2)c1 (stereo unspecified) | -2
Cc1ccccc1N=C1NC(=O)CS1 | 0.92
Cc1c(Cl)cnc(NC(=O)CSc2nnc(C)n2Cc2ccccc2)c1Cl | 0.44
C/C(=N/NC(=O)c1ccc(Cl)s1)c1ccc(NC(=O)COc2ccc(Cl)cc2)cc1 | -0.85
Cc1nnc(NCc2ccncc2)c2ccccc12 | 0.81
CNc1ncc(C(=O)c2ccc(Cl)c(Cl)c2)s1 | -0.022
Cc1ccc(-c2nn(-c3ccccc3)cc2CO)o1 | 0.25
CCC(C)NC(=O)CSc1ccc(NC(C)=O)cc1 (stereo unspecified) | 0.42
Cc1ccc(C(=O)c2c(NC(=O)c3ccccc3)sc(C)c2C)cc1 | -2.5
COc1ccc(NC(=O)N2CCN(c3cccc(C(F)(F)F)c3)CC2)cc1OC | 1.8
Cc1ccc(NC(=O)NNC(=O)C2CC(c3cccnc3)=NO2)cc1 (stereo unspecified) | 0.026
Cc1cc(CN2CCOCC2)c(O)c(C2(C)CCCCC2)c1 | 1.4
COc1ccc(Nc2nc3ccccc3nc2C)cc1 | -3.8*
O=C(Nc1nc(-c2nc3ccccc3s2)cs1)C1CC1 | -2.2
O=C(N1CCN(c2ccc(F)cc2)CC1)C12CC3CC(CC(C3)C1)C2 | -0.8
CCSc1nnc(NC(=O)c2nc(-c3ccccc3)n(-c3ccccc3)n2)s1 | -1.4
CCN(CC)C(=O)C1CCC(C)(C(=O)O)C1(C)C (stereo unspecified) | 0.091
CCn1c(-c2cc(-c3cc(OC)ccc3OC)nc3ccccc23)n[nH]c1=S | -0.034
O=C(c1cccc(Br)c1)N1CCN(C(=O)N2CCOCC2)CC1 | 0.86
Cc1nc(NCCN2CCOCC2)c2nnn(Cc3ccccc3Cl)c2n1 | 0.44
O=C(CCN1C(=O)c2ccccc2C1=O)Nc1ccc(F)cc1F | 1.7
Cc1cccc(OCCSc2cc(C)nc(N)n2)c1 | -1.4
NC(=O)[C@H]1CC2(CC(c3cccc(NC(=O)[C@H]4CCC(=O)N4)c3)=NO2)CN1C(=O)c1cc([N+](=O)[O-])cc([N+](=O)[O-])c1 (stereo partly specified) | 0.33
CC1(c2nnc(-c3ccncc3)o2)CC(c2cccc(Cl)c2)=NO1 (stereo unspecified) | 0.008
CCCC(c1nnnn1Cc1ccc(F)cc1)N1CCN(C2CCCCC2)CC1 (stereo unspecified) | -0.42
C/C=C(\C)C(=O)NCCN1C2=NC[C@H](C(C)C)N2C[C@@H]1Cc1ccc(OC)cc1 | 1.7
CC1CCCN(S(=O)(=O)c2ccc(NC(=O)CN3CCN(C)CC3)cc2)C1 (stereo unspecified) | -0.27
CCC(=O)Nc1ccc(OC)cc1OC | -0.49
CC(C)c1nnc(NC(=O)CCCCCN2C(=O)C3C4C=CC(C4)C3C2=O)s1 (stereo unspecified) | 0.36
COC(=O)C1=C(C)N(CCCC(=O)O)C(=O)NC1c1cc2c(cc1[N+](=O)[O-])OCO2 (stereo unspecified) | 1.9
O=C(CS(=O)(=O)c1cccc(Cl)c1)Nc1ccccc1Cl | 0.22
COc1ccc(-n2cnnc2SCC(=O)N(C)C2CCS(=O)(=O)C2)cc1 (stereo unspecified) | 0.14
COc1cc2cc(C#N)c(SCC(=O)N3CCOCC3)nc2cc1OC | 1.3
CCOC(=O)CC1C(=O)NCCN1C(=O)NC1CCCCC1 (stereo unspecified) | 1.1
Cc1noc(C)c1COC(=O)c1ccc2c(c1)OCO2 | 0.36
COC(=O)c1cc(=O)n(CCc2ccc(OC)cc2)c(=Nc2ccc(F)c(Cl)c2)s1 | -4.5
CCn1c(-c2ccc(OC)c(OC)c2)n[nH]c1=S | -0.19
CCCOc1ccc(C(=O)N2CC3(CC(c4cccc(NC(=O)[C@@H]5CCC(=O)N5)c4)=NO3)C[C@H]2C(=O)NC2(C(N)=O)CC2)cc1 (stereo partly specified) | 1.5
O=C(CCNc1cccc(Cl)c1)c1ccco1 | 0.064
Cc1ccc(N2CCN(C3=NC(=O)/C(=C\c4cccs4)S3)CC2)cc1 | -3.5
COc1cc2c(cc1OC)C(c1cc(OC)c(OC)c(OC)c1)NCC2 (stereo unspecified) | 0.18
CN(Cc1ccccc1)C(=O)c1ccccc1NC(=O)c1ccccc1 | -1.7
Cc1ccc(-n2ncc3c(=O)[nH]c(SCC(=O)N4CCCCC4)nc32)cc1 | 2.6
Oc1ccccc1-c1nnc(COc2ccc(Cl)cc2Cl)o1 | -5.9*
CCCCCCCCN1[C@@H](CC(=O)O)c2ccc(C(F)(F)F)cc2S1(=O)=O | -1.2
S=C(NCCN1CCOCC1)N/N=C/c1c2ccccc2cc2ccccc12 | -1.3
O=C(NCc1ccccc1)C1=C[C@H](c2ccc(Br)cc2)C[C@H](OCc2ccc(CO)cc2)O1 | -1
O=c1cc(-c2ccccc2Cl)oc2cccc(O)c12 | -1.4
CCN1CCN(S(=O)(=O)c2ccc(OC)c(Br)c2)CC1 | -0.021
CCOC(=O)c1c(C)[nH]c(C(=O)CSc2nnc(C3CC3)n2N)c1C | -0.041
COc1ccccc1Nc1nnc(SCC(=O)N2CCCC2=O)s1 | 0.19
O=C(CNS(=O)(=O)c1ccccc1)Nc1ccc(C(F)(F)F)cc1 | -1.3
CCN(CC)S(=O)(=O)c1ccc(C(=O)OCCNC(=O)c2cccnc2)cc1 | 0.68
Cn1nc([N+](=O)[O-])nc1Oc1ccc2ccccc2c1 | 0.2
O=C(NCCc1ccccc1)c1nc2nc(-c3cccs3)cc(C(F)(F)F)n2n1 | -0.24
C#CCNC(=O)C1=C[C@H](c2ccccc2)C[C@H](OCCCCO)O1 | 0.026
CC1CCCCC1N=CC1=C(O)CC(C)(C)CC1=O (stereo unspecified) | 0.67
Cc1ccc(C(=O)CC(=O)c2cccc(F)c2)c(O)c1 | -2.4
Cc1csc(SCC(=O)NC2CCCCC2)n1 | 0.17
CCCCn1c(SCC(=O)NC(=O)NCc2ccco2)nc2cc(S(N)(=O)=O)ccc21 | -2.1
The list continues.
SMILES | Cav32 inh
Cc1cccc2cc(=O)[nH]c(C)c12 | 0.7
CC1(C)Cc2cccc(OCC(=O)Nc3cccnc3Cl)c2O1 | -0.24
Cn1c(=O)n(-c2cccc(Cl)c2)c(=O)c2c3c(sc21)COC(C)(C)C3 | 1.1
Cn1cccc1Cc1nnc(SCC(=O)N2CCN(c3ccccc3)CC2)n1-c1ccc(F)cc1 | -2.4
COC(C[C@H]1O[C@H]1[C@@H](O)[C@H](C)OCc1ccccc1)OC | -0.56
COc1ccc(CNC(=O)C2CCNCC2)cc1 | 0.029
Cc1nnc(SCC(=O)NCCN2C(=O)CSC2=O)s1 | 0.21
O=C(NC1CCCCC1)N1CCCC(c2nc3ccccc3[nH]2)C1 (stereo unspecified) | 0.48
COc1cc2[nH]ccc(=O)c2cc1OC | -0.88
O=C1c2cccnc2C(=O)N1Cc1ccc(Cl)cc1 | 1
Cc1ccc(Cn2ncc3c(N4CCCC4)ncnc32)cc1 | 0.4
Cn1c(=O)c2c(nc(CN3CCc4ccccc4C3)n2CC(=O)c2ccccc2)n(C)c1=O | -1.5
CC(C)CC(NC(=O)C1CCC(C)CC1)C(=O)Nc1cccnc1 (stereo unspecified) | 1.2
Cc1ccc(-c2nnc(SCC(=O)Nc3ccc4c(c3)OCCO4)n2N)cc1 | 0.13
CC(=O)c1cccc(NC(=O)N2CCCC2C(=O)NCc2ccc(C)cc2)c1 (stereo unspecified) | 0.0081
CCSc1nc2ccccc2n1CC(N)=O | 0.76
Cc1occc1C(=O)NCc1ccccc1 | -0.018
Cc1ccc(S(=O)(=O)N/N=C\c2cc3c(cc2[N+](=O)[O-])OCO3)cc1 | -1.3
CC(=O)NC1=NC(=O)/C(=C/N2CCOCC2)S1 | 1.5
C/C=C(/C)C(=O)Nc1cccc(C2=NOC3(C2)C[C@H](C(N)=O)N(C(=O)Cc2ccc([N+](=O)[O-])cc2)C3)c1 (stereo partly specified) | 0.12
O=C1CCCC2=C1C(c1cccs1)n1nc(SCc3ccccc3)nc1N2 (stereo unspecified) | -0.86
O=C(CC(c1ccccc1)c1ccccc1)NCCO | 0.23
O=C(Nc1ccc(-c2noc(COc3ccccc3Cl)n2)cc1)c1ccco1 | -0.027
Cc1nnc(SCC(=O)N2CCOCC2)c2ccccc12 | 0.99
Cc1cc(C)cc(SCc2noc(C(=O)NCC3CCCO3)c2C(=O)O)c1 (stereo unspecified) | 0.026
COc1ccc(C2C(C(=O)c3cccs3)=C(O)C(=O)N2c2nnc(C)s2)cc1OC (stereo unspecified) | -1
CC(C)c1ccccc1N=C1SCCN1C1CCS(=O)(=O)C1 (stereo unspecified) | -2.8
Cc1c(C(=O)Nc2cnccn2)oc2ccccc12 | -0.78
CC(=O)N1CCc2cc(S(=O)(=O)NCCC(=O)N3CCN(Cc4ccccc4)CC3)ccc21 | 0.16
COc1cccc(C(=O)/C=C/Nc2cc(C)ccc2O)c1 | -1
COc1cccc(C(C#N)N2CCCCC2)c1O (stereo unspecified) | -1.5
CCOC(=O)c1nnc(-c2ccccc2)o1 | -4.5*
CC(C)(C)OC(=O)NCCCC1=CC2=CC(=O)C(C)(O)C(=O)C2=CO1 (stereo unspecified) | 0.2
CCN1C(=O)[C@@H]2[C@H](C1=O)[C@@H]1C[C@H]3C(=O)N(CC)C(=O)[C@H]3[C@@H]3C1=C(C(=O)N1C(=O)OC(=NCC4CC4)[C@]31C)[C@@H]2C | 0.61
COC(=O)C(NC(C)=O)(Nc1nc2ccc(C)cc2s1)C(F)(F)F (stereo unspecified) | -0.52
Cc1ccccc1NC(=O)CSc1nc(COc2ccccc2)nc2ccccc12 | -1.3
Cn1nnnc1SCCOc1ccc(C#N)cc1 | -0.21
C/C(=N\NC(=O)c1ccccc1)c1ccc2c(c1)OCO2 | 0.72
O=C(N1CCOCC1)C12CCC3CC(CC(C3)C1)C2 | -0.1
COc1cc(NS(=O)(=O)c2ccc(NC(=O)C3CCCO3)cc2)nc(OC)n1 (stereo unspecified) | -0.37
c1nnc(NC2=NCCC2)s1 | 0.073
CCc1ccccc1-n1c(-c2ccncc2)n[nH]c1=S | 0.38
O=C(NCCN1CCCCC1)c1ccc(=O)oc1 | -0.37
Cc1ccc(/C=C/C(O)=C2/C(=O)N(C)C3(C)CC2c2ccccc2O3)cc1 (stereo unspecified) | -2.4
CCCn1c(=O)c(C(=O)Nc2ccccc2C(=O)OCC)c(O)c2ccccc21 | 0.043
CCOCC(=O)Nc1ccc2c(c1)OCCO2 | -0.0056
CCCN(CCO)Cc1cccc(Cl)c1 | 0.37
O=c1c2cc(Br)ccc2nc2n1CCCCC2 | 0.46
CCNC(=O)NC(=O)C(C)SCc1ccccc1C (stereo unspecified) | -0.025
CC1CC(C)CN(C(=O)CSc2nnc(-c3ccc(Cl)s3)o2)C1 (stereo unspecified) | -3.4*
COc1cc(C(=O)Oc2ccccc2N)cc(OC)c1OC | 1.2
FC(F)(F)c1nc(N2CCN(c3ccccc3)CC2)nc2c1CCCCC2 | -2.4
O=C(NC1CC1)C1CCN(Cc2cnn(-c3ccccc3)c2-n2cccc2)CC1 | 0.95
COc1ccc(COC(=O)Nc2cc3c(C(F)(F)F)nn(C)c3s2)cc1 | -3.2
O=C(NCN1C(=O)C2C3C=CC(C3)C2C1=O)Nc1ccccn1 (stereo unspecified) | 0.11
CCCCSc1nc2c(c(=O)n1CC)SC(C)C2 (stereo unspecified) | -2.7
COc1ccccc1[C@@H]1C(c2cccc(Cl)c2)=NN(c2ccc(Br)cc2)[C@H]1C(=O)N1CCOC1=O | 0.14
CN(c1ccccc1C(=O)NCC1CCCO1)S(C)(=O)=O (stereo unspecified) | -0.024
COc1ccc(NC(=O)Cn2nnc(-c3ccccc3NC(=O)c3ccco3)n2)cc1 | 0.018
CN1c2ccccc2C(O)=C(C(=S)Nc2ccccc2)S1(=O)=O | -0.43
(list continues)
SMILES | Cav32 inh
CCN(CC)CCNc1nc2cc(OC)c(OC)cc2c2nc(-c3ccccc3)nn12 | 0.014
O=C(CSc1nc2cc3ccccc3cc2[nH]1)Nc1ccc(F)cc1 | -0.046
COC(=O)c1c(S(N)(=O)=O)c2ccccc2n1C | 0.13
Cc1cccc(-c2noc(CCC(=O)NCC3CCCO3)n2)c1 (stereo unspecified) | 0.46
O=C(CNC(=O)c1ccco1)OCc1cccc(Cl)c1 | -0.24
Cc1ccccc1NC(=O)Cc1ccccc1 | 0.26

Filtered by structure, the entries above containing two or more sulfur atoms.
SMILES | Cav32 inh
O=C(Nc1nc(-c2nc3ccccc3s2)cs1)C1CC1 | -2.2
CCSc1nnc(NC(=O)c2nc(-c3ccccc3)n(-c3ccccc3)n2)s1 | -1.4
COc1ccc(-n2cnnc2SCC(=O)N(C)C2CCS(=O)(=O)C2)cc1 (stereo unspecified) | 0.14
Cc1ccc(N2CCN(C3=NC(=O)/C(=C\c4cccs4)S3)CC2)cc1 | -3.5
COc1ccccc1Nc1nnc(SCC(=O)N2CCCC2=O)s1 | 0.19
Cc1csc(SCC(=O)NC2CCCCC2)n1 | 0.17
CCCCn1c(SCC(=O)NC(=O)NCc2ccco2)nc2cc(S(N)(=O)=O)ccc21 | -2.1
Cc1nnc(SCC(=O)NCCN2C(=O)CSC2=O)s1 | 0.21
O=C1CCCC2=C1C(c1cccs1)n1nc(SCc3ccccc3)nc1N2 (stereo unspecified) | -0.86
COc1ccc(C2C(C(=O)c3cccs3)=C(O)C(=O)N2c2nnc(C)s2)cc1OC (stereo unspecified) | -1
CC(C)c1ccccc1N=C1SCCN1C1CCS(=O)(=O)C1 (stereo unspecified) | -2.8
CC1CC(C)CN(C(=O)CSc2nnc(-c3ccc(Cl)s3)o2)C1 (stereo unspecified) | -3.4*
CCCCSc1nc2c(c(=O)n1CC)SC(C)C2 (stereo unspecified) | -2.7
CN1c2ccccc2C(O)=C(C(=S)Nc2ccccc2)S1(=O)=O | -0.43

Screens from PubChem.

Some of the compounds tested (hit frequency here may not be typical).
